# FUS suppressor: rescues growth of FUS-expressing yeast; S. cerevisiae FUS-expressing, growth rescue, OD600, 24 h; Potency, µM (highest dose often 76.6 µM), without a hit: at the top dose growth rescue (activation), most hits filed as activators; 390,000 compounds, 0.24% hits; AID 1347120;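 also: potency is read from the fitted curve at half-maximal effect; plate controls were DMSO vehicle for no effect and reference control for full effect; nearly all actives have a fitted effect of over 55% in size; some results filed as inactive show a strong effect at the top dose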
#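 Compound concentration series was pinned onto galactose-induced FUS-expressing yeast seeded at OD 0.005. Plates sat 24hr at 30C; absorbance at 600 nm gave growth. DMSO served as background control.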
# IL2 activator: activates IL-2 in a cell-based reporter assay; activation, % (series mostly up to about 46 µM); IL-2 activation reporter assay, cell-based qHTS; stimulated with anti-CD3/CD4/CD28 beads; in transgenic mouse T cells; 360,000 compounds, 0.065% hits; in the data active = activation above about 50%; inconclusive = mostly about 30% to 49%; also: 0% is about no effect
#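 Readout: EGFP and DsRed signals by fluorescent plate cytometry. Unstimulated transgenic mouse T cells received compound 60 min before antibody-bead stimulation, then incubated 18 h at 37 degrees C.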
# WRN helicase inh: WRN helicase (human) inhibition; 360,000 compounds, 0.46% hits; WRN helicase unwinding, fluorescent forked duplex, kinetic; Q14191; Potency, µM (series often up to 114 µM), inactives show top-dose activity change, negative = inhibition, usual class: inhibitors; also: potency is read from the fitted curve at half-maximal effect; % is scaled to controls: 0 for no effect and ±100 for the full control effect; nearly all actives have a fitted effect of over 55% in size
#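 Kinetic red-fluorescence monitoring (525/598 nm) tracks WRN helicase activity after 100 nM fluorophore-quencher forked duplex and 2 mM ATP are added to 20 nM enzyme pretreated 15 min at room temperature with compound.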
# PLK1 PBD block: PLK1 (human) polo-box domain binding inhibition; P53350; Plk1 PBD binding of FITC phosphopeptide, fluorescence polarization; Potency, µM, without a hit: max response, negative = inhibition, hits mostly inhibitors; 360,000 compounds, 2.8% hits; also: potency is read from the fitted curve at half-maximal effect; series mostly up to about 57 µM; % is scaled to controls: 0 for no effect and ±100 for the full control effect; nearly all actives have a fitted effect of over 65% in size
# Target sequence (P53350 whole entry, looked up, the tested form may be a part): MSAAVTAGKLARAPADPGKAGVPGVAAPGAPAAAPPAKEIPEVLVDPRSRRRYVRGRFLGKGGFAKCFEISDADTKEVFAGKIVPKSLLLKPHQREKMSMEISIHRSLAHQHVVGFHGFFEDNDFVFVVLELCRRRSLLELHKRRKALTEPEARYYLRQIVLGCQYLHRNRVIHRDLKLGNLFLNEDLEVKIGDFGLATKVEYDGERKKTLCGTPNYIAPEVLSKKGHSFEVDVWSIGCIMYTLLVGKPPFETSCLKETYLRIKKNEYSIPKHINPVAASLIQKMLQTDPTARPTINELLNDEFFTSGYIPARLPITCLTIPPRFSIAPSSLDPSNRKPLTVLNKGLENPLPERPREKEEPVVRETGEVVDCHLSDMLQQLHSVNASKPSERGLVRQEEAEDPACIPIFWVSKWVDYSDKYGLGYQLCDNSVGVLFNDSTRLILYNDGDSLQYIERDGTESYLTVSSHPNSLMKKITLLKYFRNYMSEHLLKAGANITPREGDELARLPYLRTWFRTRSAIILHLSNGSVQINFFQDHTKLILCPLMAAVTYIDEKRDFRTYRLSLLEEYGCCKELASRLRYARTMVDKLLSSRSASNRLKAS
# EPAC1 antag: EPAC1 (human) antagonism | EPAC1 GEF assay, Rap1b-BODIPY-GDP exchange fluorescence | Potency, µM (top dose mostly 115 µM), inactives show at the highest dose activity change, negative = inhibition, most hits filed as inhibitors | 360,000 compounds, 0.14% hits | AID 720709;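 also: potency is read from the fitted curve at half-maximal effect; plate controls were vehicle for no effect and positive control for full effect; nearly all actives have a fitted effect of over 50% in size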
# EPAC1 ag: EPAC1 (human) agonism | O95398 | Potency, µM (highest dose often 154 µM), without a hit: top-dose activation, most hits filed as activators | AID 720707 | EPAC1 agonist qHTS, biochemical assay; response scale: 100% = response to 6.5 mM cAMP | 360,000 compounds, 0.073% hits; also: potency is read from the fitted curve at half-maximal effect; nearly all actives have a fitted effect of over 60% in size
#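 EPAC1 100 nM, Rap1B–BODIPY-GDP 250 nM, unlabeled GDP 50 uM; compound titration; 5 min RT; kinetic read ex480/em540 at 5-min intervals ×30 min; data normalized to 6.5 mM cAMP agonist control.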
# PI5P4Ka inh: inhibitors of human PI5P4K alpha | P48426 | max response, % | 330,000 compounds, 1.2% hits | AID 652105 | PI5P4Kalpha enzyme, ADP-Glo luminescence, 60 min; stronger effect = lower value; active = max response of -50% or lower; inconclusive = between -30% and -50%; inactive = -30% or higher; also: value at the top dose of about 77 µM; % is scaled to controls: 0 for no effect and ±100 for the full control effect
# Target sequence (P48426 whole entry, looked up): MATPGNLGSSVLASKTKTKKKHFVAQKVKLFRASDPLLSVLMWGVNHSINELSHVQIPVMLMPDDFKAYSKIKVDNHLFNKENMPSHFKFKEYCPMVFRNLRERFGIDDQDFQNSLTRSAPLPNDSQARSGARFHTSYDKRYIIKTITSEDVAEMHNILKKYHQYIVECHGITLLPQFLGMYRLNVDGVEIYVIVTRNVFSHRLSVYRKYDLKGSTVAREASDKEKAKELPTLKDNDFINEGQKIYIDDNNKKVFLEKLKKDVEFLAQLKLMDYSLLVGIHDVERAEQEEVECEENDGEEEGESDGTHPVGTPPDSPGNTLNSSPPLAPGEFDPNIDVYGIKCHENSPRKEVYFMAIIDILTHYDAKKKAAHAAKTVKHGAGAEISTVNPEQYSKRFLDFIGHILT
#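 Human PI5P4Kalpha with substrate in 0.038 M HEPES pH 7.4, 0.28 mM EGTA, 0.1% CHAPS, 5% DMSO; reaction started with 5 microM ATP (final), 60 min at room temperature. ADP formed read by ADP-Glo luminescence.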
# Abeta rescue: A-beta toxicity reversal in yeast; yeast expressing A-beta42, growth rescue, OD600, 48 h; response scale: 0% DMSO, 100% iron-clioquinol control; Potency, µM (highest dose often 46.1 µM), without a hit: at the top dose growth rescue, usual class: activators; 410,000 compounds, 0.063% hits; also: potency is read from the fitted curve at half-maximal effect; nearly all actives have a fitted effect of over 55% in size
#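 Yeast A-beta toxicity model in growth medium with pinned compounds, 48 h at 30 C; growth read as absorbance at 600 nm. Normalized to FeCl3/clioquinol equimolar mix (positive) and DMSO (negative).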
# * marks the source's active call; other numbers are inactive results; ? = inconclusive; . = not tested or not shown; [ ] = another dose, or the depositor's remark. Unless noted, calls follow the shape of the dose curve; as a rule, active = well fitted curve in the direction sought with a large enough effect; inconclusive = small, poorly fitted or top-dose-only effect, or another doubt; inactive = no such curve, though single readings can be large; an effect the other way counts as inactive or inconclusive.
[1] Cc1cc(N2CCOCC2)nc(SCc2ccc(Cl)cc2Cl)n1
[2] CC(C)(C)NC(=O)NC(=O)CN1CCN(c2ncc(C(F)(F)F)cc2Cl)CC1
[3] COc1ccc(Cl)cc1N(CC(=O)Nc1ccccc1SC)S(C)(=O)=O
[4] COc1ccc([C@@H](C)NC(=O)c2ccc3oc(C(C)C)nc3c2)cc1
[5] Clc1ccc2nc(-c3ccncc3)cc(-c3ccccc3)c2c1
[6] O=C(CN1CCC(Cc2ccccc2)CC1)NC(=O)NCc1ccccc1
[7] CC(C)Nc1nnc(SC(C)C(=O)Nc2ccc(Cl)cn2)s1 (stereo unspecified)
[8] COc1ccc(OCCOc2ccccc2[N+](=O)[O-])cc1
assay / entry	1	2	3	4	5	6	7	8
FUS suppressor	?	14%	?	5%	-39%	20%	-30%	.
IL2 activator	-0.3	-1.4	-1.3	-2.9	0.5	19	-0.2	1.4
WRN helicase inh	-8%	-5%	-3%	0%	-3%	-5%	-5%	-1%
PLK1 PBD block	-21%	-2%	-6%	1%	0%	4%	-5%	-6%
EPAC1 antag	-18%	-9%	7%	19%	-6%	-5%	-4%	-11%
EPAC1 ag	21%	6%	4%	-6%	-3%	-3%	7%	2%
PI5P4Ka inh	22	-16	-3	1	-2	-4	0	-10
Abeta rescue	-66%[inhibitor]	9%	9%	-8%	10%	0%	20%	-11%

[9] Cc1ccc(/C=N/N(C)C2=NS(=O)(=O)c3ccccc32)cc1
[10] CN1CCN(C(=O)CN2C(=O)COc3ccc(S(=O)(=O)N4CCOCC4)cc32)CC1
[11] CCOc1c(Cl)cc(/C=N/NC(N)=S)cc1OC
[12] COc1ccc(/C=N/NC(=O)c2cccc([N+](=O)[O-])c2)cc1OS(=O)(=O)c1ccccc1
[13] Cc1ccc(Cn2c(Sc3nnc(C)s3)nc3c2c(=O)[nH]c(=O)n3C)cc1
[14] S=C(Nc1ccc(Br)cc1)N1CCN(C2CCCCC2)CC1
[15] C=C1c2cc(C)ccc2NC(=O)N1c1ccc(C)cc1
[16] CCNc1nc(NCc2ccccc2)nc(Oc2ccc(=O)[nH]n2)n1
assay / entry	9	10	11	12	13	14	15	16
FUS suppressor	-4%	13%	15%	9%	-23%	-8%	-3%	-1%
IL2 activator	0.2	0.4	-3.0	-0.6	-2.8	0.2	0.0	-1.7
WRN helicase inh	-5%	-5%	4%	-2%	8%	0%	5%	2%
PLK1 PBD block	6%	2%	-3%	-2%	1%	-6%	-22%	-2%
EPAC1 antag	7%	-6%	16%	11%	3%	-1%	-4%	12%
EPAC1 ag	-2%	1%	0%	-3%	-6%	12%	10%	6%
PI5P4Ka inh	-2	3	3	2	1	.	2	0
Abeta rescue	13%	4%	?	1%	5%	-1%	-8%	-13%

# Given with values under each structure: part of the list above.
# Below each compound: FUS suppressor	IL2 activator	WRN helicase inh	PLK1 PBD block	EPAC1 antag	EPAC1 ag	PI5P4Ka inh	Abeta rescue
(11) CCOc1c(Cl)cc(/C=N/NC(N)=S)cc1OC
    15%	-3.0	4%	-3%	16%	0%	3	?
(10) CN1CCN(C(=O)CN2C(=O)COc3ccc(S(=O)(=O)N4CCOCC4)cc32)CC1
    13%	0.4	-5%	2%	-6%	1%	3	4%
(9) Cc1ccc(/C=N/N(C)C2=NS(=O)(=O)c3ccccc32)cc1
    -4%	0.2	-5%	6%	7%	-2%	-2	13%
(15) C=C1c2cc(C)ccc2NC(=O)N1c1ccc(C)cc1
    -3%	0.0	5%	-22%	-4%	10%	2	-8%

# Other records.
[17] Cc1ccc(Cl)cc1NC(=O)COC(=O)CC1CC2CCC1C2 (stereo unspecified)
[18] CCN(CC)C(=O)Cn1cc(C(=O)C(=O)N2CCCc3ccccc32)c2ccccc21
[19] Cc1cc(C(=O)NNC(=O)COc2ccccc2Cl)n[nH]1
[20] O=C(NCc1cccs1)C(Cc1ccccc1)NS(=O)(=O)c1cccs1 (stereo unspecified)
[21] COC(=O)[C@H]1[C@H](CCc2ccccc2)NC(=O)N(Cc2ccccc2)[C@@H]1C
[22] CC(=O)Nc1ccc(S(=O)(=O)N(C)CC(=O)Nc2ccccc2N2CCOCC2)cc1
[23] Fc1ccc2cnc(-c3cccnc3)cc2c1
[24] COCCOC(=O)C1=C(C)N=C2SCCC(=O)N2C1/C=C/c1ccccc1 (stereo unspecified)
assay / entry	17	18	19	20	21	22	23	24
FUS suppressor	21%	5%	18%	6%	0%	-46%	0%	11%
IL2 activator	-0.8	-1.2	-0.3	1.1	0.6	-2.1	-0.4	-0.3
WRN helicase inh	-6%	-7%	9%	-2%	-6%	-4%	20%	-12%
PLK1 PBD block	-1%	3%	-7%	7%	-19%	1%	3%	?
EPAC1 antag	-10%	-7%	-3%	0%	-29%	1%	12%	8%
EPAC1 ag	5%	-7%	1%	-2%	-15%	-5%	-12%	10%
PI5P4Ka inh	2	5	5	0	-5	0	-6	-14
Abeta rescue	?	5%	-9%	23%	-4%	-2%[9.22 µM]	-24%	9%

[25] CNS(=O)(=O)c1cc(Cl)ccc1Sc1ccccc1C(=O)O
[26] CCOc1ccccc1NC(=O)CCc1nnc2ccc(N3CCC(C)CC3)nn12
[27] Nn1c(SCC(=O)NC2CCCc3ccccc32)nnc1C1CC1 (stereo unspecified)
[28] CCOC(=O)c1cc2c(ccn2C)n1Cc1ccc(Cl)cc1
[29] CN(C)C(=O)Cn1c(=O)n(S(=O)(=O)c2ccccc2)c2ccccc21
[30] Cn1nnnc1SCC(=O)NCCCc1ccccc1
[31] Cc1ccccc1OCCC(=O)N1CCN(S(=O)(=O)c2ccccc2F)CC1
[32] Cc1cc(=O)[nH]c(SCC(=O)N2CCC(Cc3ccccc3)CC2)n1
assay / entry	25	26	27	28	29	30	31	32
FUS suppressor	23%	22%	-17%	11%	1%	-8%	20%	6%
IL2 activator	-1.2	-1.2	-0.6	1.0	-2.2	0.7	-2.3	2.7
WRN helicase inh	3%	-7%	-1%	-5%	17%	-2%	3%	-7%
PLK1 PBD block	-9%	-4%	-8%	-9%	-24%	-22%	1%	-8%
EPAC1 antag	-10%	0%	-1%	-9%	?	-6%	6%	-3%
EPAC1 ag	1%	-10%	9%	0%	1%	10%	-14%	3%
PI5P4Ka inh	-14	2	-18	23	-3	-5	-8	4
Abeta rescue	-10%	0%	21%	-10%	3%	2%	-3%	4%

[33] Cc1ccc(OCc2n[nH]c(=S)n2-c2ccccc2)cc1
[34] Cc1cc2c(c(=O)o1)C1(C(=O)N(CC(=O)O)c3ccccc31)C(C#N)=C(N)O2 (stereo unspecified)
[35] COc1ccc(C)cc1S(=O)(=O)NCCc1ccccc1
[36] CCOC(=O)c1sc2nc(NC(=O)COc3ccccc3)sc2c1C
[37] CC(=O)c1c(COC(=O)c2ccc(Cl)cc2)nc2ccccc2[n+]1[O-]
[38] Cc1ccc(C)c(S(=O)(=O)Nc2ccc3sc(C)nc3c2)c1
[39] CC(OC(=O)c1ccc2ncsc2c1)C(=O)N(C)C1CCCCC1 (stereo unspecified)
[40] CCOC(=O)C[C@@H](C#N)NC(=O)[C@@H]1CCCN1C(=O)[C@@H](NC(=O)c1ccc(N)c(Cl)c1)C(C)(C)C
assay / entry	33	34	35	36	37	38	39	40
FUS suppressor	-13%	6%	16%	-4%	3%	29%	.	13%
IL2 activator	1.5	-2.2	-2.5	-0.8	-2.1	-1.0	0.4	0.0
WRN helicase inh	-3%	-30%	3%	4%	-3%	-7%	-19%	.
PLK1 PBD block	-1%	-13%	-7%	1%	-16%	-9%	-7%	.
EPAC1 antag	-18%	-5%	6%	?	15%	?	6%	-9%
EPAC1 ag	6%	-4%	3%	-18%	5%	1%	1%	5%
PI5P4Ka inh	0	-25	.	0	1	-5	-10	.
Abeta rescue	?	14%	10%	-3%	-8%	-7%	2%	-1%

# The final 2 compounds of the part above lead into the next:
[39] CC(OC(=O)c1ccc2ncsc2c1)C(=O)N(C)C1CCCCC1 (stereo unspecified)
[40] CCOC(=O)C[C@@H](C#N)NC(=O)[C@@H]1CCCN1C(=O)[C@@H](NC(=O)c1ccc(N)c(Cl)c1)C(C)(C)C
[41] NC(=O)CC(NC(=O)c1ccc(Cl)cc1)C(=O)NCCc1ccc(S(N)(=O)=O)cc1 (stereo unspecified)
[42] Cc1ccccc1NC(NC(=O)c1cccnc1)C(Cl)(Cl)Cl (stereo unspecified)
[43] CC1CCCC(NC(=O)COC(=O)CCC(=O)c2ccc(F)cc2)C1C (stereo unspecified)
[44] COc1cccc(-c2csc(NC(=O)Nc3ccccc3)n2)c1
[45] CCNc1ccccc(-c2ccc3ccccc3n2)c1=O
[46] Cc1ccsc1C(=O)OCC(=O)Nc1ccc(Cl)cc1C(F)(F)F
[47] N#Cc1cccc2cnccc12
assay / entry	39	40	41	42	43	44	45	46	47
FUS suppressor	.	13%	-13%	.	.	-12%	.	-1%	21%
IL2 activator	0.4	0.0	1.5	-0.2	-2.3	-3.5	-4.5	1.4	0.1
WRN helicase inh	-19%	.	-9%[57.1 µM]	-6%	-27%	-18%	-7%	0%	-4%
PLK1 PBD block	-7%	.	5%	-10%	-8%	-8%	-4%	1%	-8%
EPAC1 antag	6%	-9%	-7%	-16%	-2%	-13%	11%	7%	-9%
EPAC1 ag	1%	5%	-1%	0%	1%	17%	-6%	11%	5%
PI5P4Ka inh	-10	.	7	12	13	-6	-5	0	-7
Abeta rescue	2%	-1%	6%	6%	-11%	-13%	6%	-1%	9%

# Source: PubChem BioAssay
